MPTP inh: mitochondrial permeability transition pore inhibitors, primary screen, biochemical, isolated mouse mitochondria, absorbance | actives 1.4% (n = 360,000) | Ca2+ swelling absorbance, 30 min | inhibition, % at 10 µM;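 active = inhibition of 50% or more, scaled per plate between neutral and stimulator controls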;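 also: 0% = DMSO wells given calcium and 100% = 1 mM EGTA wells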
NR3A LBD binder: binders of NR3A ligand-binding domain, primary screen, biophysical, differential scanning fluorimetry, uHTS; Tm shift relative to glycine control, % at 25 µM; NR3A LBD differential scanning fluorimetry, Tm shift; 0% = protein alone, 100% = glycine-bound protein; actives 2.5% (n = 340,000); AID 1259313, 2017;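 active = melting temperature shift of at least 10% of the positive control shift, at one fixed dose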
CCR6 antagonist: CCR6 receptor antagonists, primary screen, cell-based, CHO-K1, luminescence, beta-arrestin, uHTS; inhibition, % at 20 µM; AID 493098, 2011; actives 0.49% (n = 340,000); CHO-K1 CCR6 PathHunter beta-arrestin, CCL20-stimulated; C-C chemokine receptor type 6 (Homo sapiens), P51684;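 active = compounds whose inhibition of the agonist-driven luminescence signal at 20 µM reaches about 50%, limit read from the data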;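 also: cells stimulated with CCL20 at 14 nM final; plate controls were DMSO with CCL20 for no effect and DMSO without agonist for full effect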
EBI2 block: EBI2 receptor antagonists, beta-arrestin recruitment, primary screen, cell-based, luminescence, 7a,25-OHC stimulation, uHTS | G-protein coupled receptor 183 (Homo sapiens), P32249 | 7a,25-OHC stimulated | inhibition, % at 5 µM | actives 0.81% (n = 360,000) | AID 651636, 2012; in the data active = inhibition above about 38%;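 also: enzyme fragment complementation signal reports receptor beta-arrestin coupling in cells; 0% = agonist plus DMSO wells and 100% = wells without agonist; some results beyond the cut were filed as inactive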
Target sequence (P32249 whole entry, looked up, the tested form may be a part): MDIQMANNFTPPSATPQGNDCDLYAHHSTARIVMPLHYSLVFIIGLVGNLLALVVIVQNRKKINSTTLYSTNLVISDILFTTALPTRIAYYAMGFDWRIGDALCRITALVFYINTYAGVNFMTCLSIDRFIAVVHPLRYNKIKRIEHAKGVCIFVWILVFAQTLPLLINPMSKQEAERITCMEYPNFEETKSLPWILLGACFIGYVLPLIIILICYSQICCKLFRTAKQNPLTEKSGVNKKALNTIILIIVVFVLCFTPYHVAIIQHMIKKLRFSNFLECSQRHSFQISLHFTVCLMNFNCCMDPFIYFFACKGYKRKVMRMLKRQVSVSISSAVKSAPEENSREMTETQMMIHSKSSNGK
A3G deaminase: APOBEC3G DNA deaminase inhibitors, primary screen, biochemical, fluorescence, single-stranded DNA substrate, uHTS. AID 493012, 2011. inhibition, % at 20 µM. actives 0.28% (n = 330,000). DNA dC->dU-editing enzyme APOBEC-3G (Homo sapiens), Q9HC16. recombinant A3G, ssDNA deamination FAM/TAMRA fluorescence;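 active = inhibition of at least 40% at 20 µM, with no more than 30% in the related APOBEC3A deaminase screen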;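 also: plate controls were DMSO wells with A3G for no effect and wells lacking A3G enzyme for full effect; some compounds called inactive have numbers as strong as hits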
CXCR6 inh: CXCR6 receptor inhibitors, primary screen, cell-based, beta-arrestin, luminescence, CHO-K1 PathHunter, 1536-well; actives 0.36% (n = 360,000); C-X-C chemokine receptor type 6 (Homo sapiens), O00574; AID 602244, 2012; inhibition, % at 20 µM; in the data active = inhibition above about 34%, passing the limit was not always enough;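 also: antagonist mode with CXCL16 agonist at 10 nM final; 0% = 10 nM CXCL16 with DMSO and 100% = unstimulated wells without agonist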
Target sequence (O00574 whole entry, looked up): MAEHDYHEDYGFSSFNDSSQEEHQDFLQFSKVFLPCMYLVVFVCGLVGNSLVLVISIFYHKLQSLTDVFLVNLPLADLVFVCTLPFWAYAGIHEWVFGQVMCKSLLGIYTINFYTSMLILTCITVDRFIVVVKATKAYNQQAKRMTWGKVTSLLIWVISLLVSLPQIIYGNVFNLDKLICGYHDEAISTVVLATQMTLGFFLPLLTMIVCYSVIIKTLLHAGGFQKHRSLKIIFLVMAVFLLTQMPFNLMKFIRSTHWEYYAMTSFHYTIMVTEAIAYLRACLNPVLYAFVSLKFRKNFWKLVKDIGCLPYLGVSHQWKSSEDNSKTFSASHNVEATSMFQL
Gli-Sufu block: Gli-Sufu pathway antagonists, primary screen, luciferase luminescence, Sufu-KO-LIGHT cells, uHTS. Sufu-KO-LIGHT fibroblasts, Gli luciferase reporter luminescence. inhibition, % at 5 µM. actives 0.74% (n = 340,000);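 active = inhibition above about 55%, limit read from the data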;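 also: 0% = DMSO-treated cells and 100% = wells with medium but no cells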
APOBEC3A inh: APOBEC3A ssDNA deaminase inhibitors, primary screen, selectivity assay for APOBEC3G inhibitor project, biochemical, FAM/TAMRA oligo cleavage fluorescence; recombinant A3A, FAM/TAMRA ssDNA deamination fluorescence; AID 493011, 2011; inhibition, % at 20 µM; actives 0.41% (n = 330,000);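 active = at least 40% inhibition at 20 µM here, with at most 30% in a related deaminase screen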;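 also: plate controls were A3A with DMSO for no effect and wells lacking A3A enzyme for full effect; some results filed as inactive read as strong as hits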
Target sequence (P31941 whole entry, looked up): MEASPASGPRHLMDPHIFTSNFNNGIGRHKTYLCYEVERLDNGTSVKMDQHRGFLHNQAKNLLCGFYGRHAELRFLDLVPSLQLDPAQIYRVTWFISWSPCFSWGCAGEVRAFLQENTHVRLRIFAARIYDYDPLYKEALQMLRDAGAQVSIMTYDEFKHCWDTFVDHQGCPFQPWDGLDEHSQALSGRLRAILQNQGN
The depositor's hits bear a star; . = no result given.

Each structure is followed by: MPTP inh	NR3A LBD binder	CCR6 antagonist	EBI2 block	A3G deaminase	CXCR6 inh	Gli-Sufu block	APOBEC3A inh
#1 O=[N+]([O-])c1cc(S(=O)(=O)Nc2cccc(C(F)(F)F)c2)ccc1-n1nnc2ccccc21
    92.2*	18.9*	6.4	3.9	-6.7	-13.5	-11.9	-18.7
#2 CCN(CC)c1ccc(NC(=O)COc2ccccc2C#N)cc1S(=O)(=O)Nc1ccccc1OC
    9.5	6.6	11.8	31.1	24.8	1.6	43.4	3.8
#3 COC(=O)c1ccc(C)c(NC(=O)C(CCSC)NC(=O)c2cc(OC)c(OC)c(OC)c2)c1 (centres undefined)
    0.5	-1.8	8.0	-0.4	-8.1	1.6	-24.0	-3.7
#4 COc1ccc(N2CC(C(=O)NCc3cccnc3)CC2=O)cc1 (centres undefined)
    -0.7	-0.9	-2.5	-7.0	-7.6	1.3	-0.8	-5.4
#5 CC(=O)c1ccc(N(C(=O)c2csnn2)C(C(=O)NC(C)(C)C)c2cccs2)cc1 (centres undefined)
    -1.1	-1.1	23.4	-1.4	-8.2	4.6	-11.9	-3.7
#6 CCN(CC)C(=O)c1sc2nc(-c3ccccc3)ccc2c1N
    -4.0	-18.4	-8.7	23.0	2.3	4.9	-51.1	2.6
#7 COc1ccc(NC(=O)CN(C)S(=O)(=O)c2ccc(Cl)cc2)c([N+](=O)[O-])c1
    1.7	0.4	-10.8	-0.7	-8.7	-12.3	0.2	-1.9
#8 CCc1ccc(-c2nnn(Cc3nn[nH]n3)n2)cc1
    1.6	0.2	-5.5	1.3	-6.5	-0.5	-2.1	-1.1
#9 CCCCn1c(N)c(N(Cc2ccccc2OC)C(=O)C(C)Oc2ccc(F)cc2)c(=O)[nH]c1=O (centres undefined)
    0.3	-0.3	6.2	-4.7	-9.0	1.1	-3.2	0.8
#10 COc1ccc(CNC(=O)CCCC2=NS(=O)(=O)c3ccccc3N2)cc1
    0.1	0.7	14.1	-0.7	-4.7	0.4	-1.4	-6.9

Complete entries from above. Screens in order: MPTP inh	NR3A LBD binder	CCR6 antagonist	EBI2 block	A3G deaminase	CXCR6 inh	Gli-Sufu block	APOBEC3A inh
CCN(CC)C(=O)c1sc2nc(-c3ccccc3)ccc2c1N is listed with -4.0	-18.4	-8.7	23.0	2.3	4.9	-51.1	2.6
CCN(CC)c1ccc(NC(=O)COc2ccccc2C#N)cc1S(=O)(=O)Nc1ccccc1OC is listed with 9.5	6.6	11.8	31.1	24.8	1.6	43.4	3.8

Further records follow.
Each structure is followed by: MPTP inh	NR3A LBD binder	CCR6 antagonist	EBI2 block	A3G deaminase	CXCR6 inh	Gli-Sufu block	APOBEC3A inh
#11 CC(NC(=O)COc1ccc(S(=O)(=O)N2CCOCC2)cc1)c1ccccc1 (centres undefined)
    -1.6	4.5	2.5	-11.3	-5.1	-12.3	1.2	1.7
#12 O=C(COC(=O)c1cnccn1)c1ccc2ccccc2c1
    1.0	0.9	30.7	-4.5	-0.5	10.5	6.2	4.2
#13 C=C(C)CNC(=S)Nc1ccc(S(=O)(=O)Nc2cnc3ccccc3n2)cc1
    0.3	-2.4	10.3	-1.1	-4.1	3.6	-0.5	3.4
#14 Cc1ccc(Nc2cc(C)nc3c(C)cccc23)cc1
    2.2	-0.8	13.5	1.7	-1.7	-5.8	24.4	3.7
#15 COc1ccc(-n2nc(C(=O)NCC(=O)N3CCN(c4ccccn4)CC3)c3ccccc3c2=O)cc1
    0.4	-1.3	15.1	-2.1	-5.2	8.5	-62.4	-5.3
#16 CCCC(=O)Nc1nc2c(c(=O)[nH]1)CCCC2
    -1.2	0.1	8.0	-9.6	0.5	-6.1	3.3	-1.0
#17 CCN(CC)S(=O)(=O)c1cccc(C(=O)N/N=C/c2cccc(O)c2O)c1
    1.6	-2.7	5.5	4.1	1.5	-19.9	70.9*	4.7
#18 CCCCSc1nc2c(cnn2-c2ccc(F)cc2)c(=O)[nH]1
    -0.5	1.6	-14.2	0.4	-3.4	-3.4	1.6	-2.4
#19 CCOC(=O)N1CCN(Cc2nc3c(c(=O)n(C)c(=O)n3C)n2Cc2ccccc2C)CC1
    0.1	-0.8	9.2	2.3	-0.7	9.9	11.6	-0.5
#20 Cc1cc(-n2[nH]c(C)c(C)c2=O)nc(-c2ccccc2O)n1
    2.7	-5.2	15.5	6.6	-3.9	0.6	-6.1	-8.1
#21 COc1cccc(C(=O)N(C)c2nnc(-c3ccncc3)s2)c1
    -3.9	0.9	21.9	-5.6	-4.0	-12.4	-0.2	-2.0
#22 CCOC(=O)CSc1nnc(-c2ccccc2)c(=O)[nH]1
    1.2	-0.4	1.8	-3.9	-5.5	1.1	4.3	-0.8
#23 COc1cccc(N2C(=O)C3C(C2=O)C2C=CC3C23CC3)c1 (centres undefined)
    2.8	-0.2	14.2	10.2	2.6	-5.1	3.1	1.4
#24 CN1CCN(C(=S)NC(=O)c2ccc(Br)cc2)CC1
    -1.1	-0.2	0.0	-5.8	-11.0	-3.3	-38.3	-2.7
#25 CC(C)(C)C1=CC(O)(c2ccccc2)C=C(C(C)(C)C)C1=O
    3.5	-11.1	25.9	10.4	-7.6	-4.1	-5.1	-1.0
#26 COc1cccc(OCc2nc3ccccc3c(=O)n2N)c1
    -3.0	-0.8	-10.6	-13.5	-7.5	2.4	-18.5	1.2
#27 Cc1ccc(CCNC(=O)CC(C)CC2=NS(=O)(=O)c3ccccc3N2)cc1 (centres undefined)
    -2.3	-0.7	-1.4	3.5	-7.3	0.1	9.5	-8.3
#28 CCOc1ccccc1CNC(=O)CN1C(=O)CSc2ccc(S(=O)(=O)N3CCOCC3)cc21
    -1.2	0.5	-3.7	-5.7	-8.7	2.9	1.4	-6.7
#29 Cc1ccccc1NC(=O)c1cccc(OCc2c(C)noc2C)c1
    0.2	0.9	11.8	-0.5	5.6	5.2	-0.2	-11.4
#30 CCC(c1nnc(SCC(=O)Nc2cccc(S(N)(=O)=O)c2)n1-c1ccc(OC)cc1)N(C)C (centres undefined)
    -0.1	-0.6	2.1	-5.9	-14.8	-3.6	25.8	-5.1
#31 CNC(=O)Nc1ccc(Cn2cc(C(F)(F)F)ccc2=O)cc1
    -0.3	0.6	1.0	-14.4	-6.4	-1.1	-5.1	-2.8
#32 O=C(NCc1cccs1)C1CCCN(C(=O)Nc2ccc(F)cc2)C1 (centres undefined)
    -0.2	-0.5	6.0	22.9	-7.1	3.3	9.8	-0.2
#33 O=C(CSc1nnc(-c2ccccc2)c2ccccc12)NCC1CCCO1 (centres undefined)
    -0.2	.	.	2.5	-9.6	2.7	.	-0.7
#34 CCOC(=O)C1CCCN(C(=O)CNS(=O)(=O)c2ccc(Br)s2)C1 (centres undefined)
    -0.3	-1.2	6.9	-17.9	-7.4	2.6	-2.3	-3.5
#35 Cc1ccc(OCCOC(=O)CN2C(=O)NC3(CCCC3)C2=O)cc1
    0.6	1.6	7.3	0.3	-13.5	1.4	-4.4	-5.7
#36 Cc1ccc(CNC(=O)CS(=O)(=O)c2cn(CC(=O)N3CCOCC3)c3ccccc23)cc1
    -1.2	-1.7	12.1	3.4	-7.5	-3.4	-1.4	-5.6
#37 O=c1c2ccccc2nc2n1CCS2(=O)=O
    0.1	1.5	-8.8	-4.3	-4.5	-27.2	5.4	0.4
#38 O=C(CN1CCCC1)Nc1c(Cl)cccc1Cl
    -0.1	-0.8	6.4	-4.2	-6.9	-4.2	-0.4	-2.8
#39 O=C(NC(=S)Nn1cnc2c(cnn2-c2ccccc2)c1=O)c1ccc(Oc2ccccc2)cc1
    6.4	3.9	20.5	-6.7	-8.1	11.5	8.3	-7.8
#40 O=C(C1COc2ccccc2O1)N1CCN(c2nc3ccccc3s2)CC1 (centres undefined)
    -2.2	2.2	0.1	-6.9	-4.3	-9.0	-8.9	1.7
#41 Cc1noc(C)c1COC(=O)C1CCN(S(=O)(=O)c2ccc(F)cc2)CC1
    -1.1	0.5	1.1	12.7	-9.2	-3.2	1.8	-2.6
#42 CCOC(=O)Nc1ccc2ncn(C)c(=O)c2c1
    -1.2	-0.5	10.6	-2.8	0.4	4.7	0.0	1.4
#43 Clc1nc2sccn2c1/C=N/n1cnc2ccccc21
    1.2	-0.6	13.7	20.6	-6.8	16.7	-9.4	-1.2
#44 O=C(NCc1ccc(F)cc1)C1CCCN(c2nc3ccsc3c(=O)s2)C1 (centres undefined)
    4.9	0.4	5.9	-2.3	-3.1	4.4	0.6	-0.3
#45 CCOc1cc(CNCCSc2nnnn2C)cc(Br)c1OCc1ccc(F)cc1
    92.6*	-5.7	24.4	22.4	-4.3	-7.6	-7.5	-5.5
#46 COC(=O)c1ccc(C2NC(=O)CCC2[N+](=O)[O-])cc1 (centres undefined)
    0.5	-1.2	-4.9	-8.0	-6.3	-0.6	9.3	-2.7
#47 O=C(O)CN1CCN(c2ncc(C(F)(F)F)cc2Cl)CC1
    0.1	-0.4	-0.7	-7.0	4.5	-1.8	-11.0	0.2
#48 CC(C)Oc1cccc(C(=O)C2CCCN(C(=O)c3cc(C(F)(F)F)[nH]n3)C2)c1 (centres undefined)
    2.2	-1.1	18.4	16.1	3.9	2.1	-1.1	-1.5
#49 COc1cc(NC(=O)N[C@@H](Cc2c[nH]c3ccccc23)C(=O)O)c(C(=O)O)cc1OC
    -0.2	-0.1	2.4	0.2	-13.3	-19.3	6.1	-4.1
#50 O=C(NCCCNC(=O)NC1CCCCC1)NC1CCCCC1
    .	-1.9	-5.0	.	-6.4	.	0.2	-2.1
#51 Cc1nc(SCC(=O)Nc2ccc(S(=O)(=O)N3CCOCC3)cc2)c2c(C)c(C)sc2n1
    0.3	-3.8	0.6	-0.6	-7.5	9.0	10.8	-1.6
#52 O=C(Nc1ccccc1N1CCCC1)c1cccc(Cl)c1Cl
    4.6	-2.4	18.7	-6.6	-2.5	1.4	-3.5	-1.6
#53 CCCCn1c(N)c(N(CCOC)C(=O)C(C)N2C(=O)c3ccccc3C2=O)c(=O)[nH]c1=O (centres undefined)
    -1.1	3.2	6.7	-7.8	-8.2	4.1	-1.1	5.8
#54 C[C@H]1C[C@H]2[C@@H]3CCC4=CC(=O)C=C[C@]4(C)[C@@]3(Cl)[C@@H](O)C[C@]2(C)[C@@]1(O)C(=O)CO
    -5.5	-2.4	5.2	0.7	1.0	-4.8	9.0	1.2
#55 CCN1CCN(c2cc(N3CCc4ccccc4C3)c(F)cc2[N+](=O)[O-])CC1
    103.5*	-1.5	30.3	1.2	3.3	3.7	9.5	-2.9
#56 CCOC(=O)c1cnc(-n2[nH]c(C)c(Cc3ccccc3)c2=O)[nH]c1=O
    0.3	-0.4	12.9	-2.5	-3.1	12.3	0.1	0.0
#57 Cc1cccc(NC(=O)Cn2c(=O)n(Cc3ccco3)c(=N)c3c4c(sc32)COC(C)(C)C4)c1
    1.4	-15.1	17.7	14.1	-8.8	8.1	6.9	-7.0
#58 Cc1ccc2cc(CCNS(=O)(=O)c3ccc(Br)cc3)c(=O)[nH]c2c1C
    0.0	-2.8	-8.9	7.9	-7.4	-9.1	2.8	-3.2
#59 O=C(NC1CC2CCC1C2)C1COc2ccccc2O1 (centres undefined)
    -1.1	2.1	2.1	8.6	-0.1	6.1	-10.2	6.8
#60 Cc1ccc(/C=C/c2nc3sc(C(=O)O)c(C)c3c(=O)[nH]2)cc1[N+](=O)[O-]
    0.3	1.0	43.6	-4.0	26.0	1.8	27.4	-2.0
#61 COc1ccccc1CN1C(=O)c2ccncc2C1=O
    0.1	1.5	3.8	-4.5	-9.4	7.3	3.6	1.0

Source: PubChem BioAssay

No enrichment for hits; about 5.8% have a hit in one of these screens.
